RECQ1 inh: qHTS Assay for Inhibitors of RecQ-Like Dna Helicase 1 (RECQ1); ATP-dependent DNA helicase Q1 (Homo sapiens), P46063; RECQ1 DNA unwinding, red fluorescence kinetic read; Potency, µM (top dose mostly 57.3 µM), without a hit: at the highest dose activity, negative = inhibition, most hits filed as inhibitors; hit rate 0.54% among 240,000; AID 2549, 2010;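 further: plate controls were vehicle for no effect and no enzyme for full effect; nearly all actives have a fitted effect of over 30% in size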
Target sequence (P46063 whole entry, looked up): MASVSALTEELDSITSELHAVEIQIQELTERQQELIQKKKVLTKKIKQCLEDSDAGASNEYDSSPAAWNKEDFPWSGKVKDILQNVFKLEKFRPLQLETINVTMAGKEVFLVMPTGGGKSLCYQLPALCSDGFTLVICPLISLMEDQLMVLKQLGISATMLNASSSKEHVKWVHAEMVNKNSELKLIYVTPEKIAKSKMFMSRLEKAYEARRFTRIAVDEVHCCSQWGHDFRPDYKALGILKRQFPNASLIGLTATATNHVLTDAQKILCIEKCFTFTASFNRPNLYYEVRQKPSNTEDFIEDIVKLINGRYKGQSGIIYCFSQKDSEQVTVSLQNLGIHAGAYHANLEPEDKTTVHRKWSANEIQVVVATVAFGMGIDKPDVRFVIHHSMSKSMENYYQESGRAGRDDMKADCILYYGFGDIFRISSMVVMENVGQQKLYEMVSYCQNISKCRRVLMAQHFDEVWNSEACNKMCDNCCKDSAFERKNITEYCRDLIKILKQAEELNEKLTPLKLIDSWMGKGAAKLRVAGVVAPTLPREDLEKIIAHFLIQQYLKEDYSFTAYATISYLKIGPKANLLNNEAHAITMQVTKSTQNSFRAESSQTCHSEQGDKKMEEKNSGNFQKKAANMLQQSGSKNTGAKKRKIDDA
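RECQ1T1 50 nM; forked duplex (20 bp + 30-nt ss tails) 200 nM, ATP 2 mM final; pH 8.0, 2 mM MgCl2, 2.5 ug/ml poly(dI-dC); 15 min compound preincubation; discontinuous kinetic read over 2 h at RT.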
TRb SRC2 PPI: qHTS for Inhibitors of the Interaction of Thyroid Hormone Receptor and Steroid Receptor Coregulator 2; TRbeta-SRC2 peptide binding, fluorescence polarization; receptor liganded with 1 µM T3; Thyroid hormone receptor beta (Homo sapiens), P10828; hit rate 0.065% among 280,000; Potency, µM (doses to about 106 µM), for the others: at the highest dose activity change, negative = inhibition, most hits filed as inhibitors; AID 1469, 2008;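 further: plate controls were bound peptide for no effect and peptide without receptor for full effect; nearly all actives have a fitted effect of over 50% in size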
Target sequence (P10828 whole entry, looked up): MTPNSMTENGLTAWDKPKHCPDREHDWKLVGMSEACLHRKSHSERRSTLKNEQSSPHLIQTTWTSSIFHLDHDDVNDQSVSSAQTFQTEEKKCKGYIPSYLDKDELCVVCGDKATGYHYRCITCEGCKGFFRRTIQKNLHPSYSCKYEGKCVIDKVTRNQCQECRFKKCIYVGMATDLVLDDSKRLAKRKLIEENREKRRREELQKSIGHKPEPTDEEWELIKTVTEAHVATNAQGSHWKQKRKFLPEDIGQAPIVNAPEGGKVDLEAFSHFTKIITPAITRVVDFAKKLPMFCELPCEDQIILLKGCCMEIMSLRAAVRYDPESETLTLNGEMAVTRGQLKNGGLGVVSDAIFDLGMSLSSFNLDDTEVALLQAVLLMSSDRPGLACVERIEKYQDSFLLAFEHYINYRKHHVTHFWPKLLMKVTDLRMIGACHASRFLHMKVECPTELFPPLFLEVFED
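Assay buffer: 20 mM Tris-HCl, 100 mM NaCl, 10% glycerol, 1 mM EDTA, 0.01% NP-40, 1 mM DTT, 1 uM T3, 5% DMSO; TRb LBD 0.6 uM, Texas Red SRC2 20 nM; FP after 5 hr.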
Tau fluor counter: Counterscreen qHTS for Inhibitors of Tau Fibril Formation, Fluorescence Polarization; tau K18 P301L Alexa594 fluorescence, heparin fibrillization; Potency, µM (highest dose often 57.7 µM), for inactives: top-dose activity change, negative = decrease; hit rate 0.93% among 280,000; further: on the % scale 0 is the no-effect control and ±100 the full control effect; nearly all actives have a fitted effect of over 55% in size
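Human K18 P301L tau (15 uM unlabeled plus 0.24 uM Alexa 594-labeled, final) in 100 mM sodium acetate pH 7 was mixed with compound and 20 uM heparin and incubated 6 hr at 37 C.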
L3MBTL1 inh: qHTS Assay for the Inhibitors of L3MBTL1; Lethal(3)malignant brain tumor-like protein 1 (Homo sapiens), Q9Y468; hit rate 0.66% among 230,000; Potency, µM (doses to about 57.1 µM), for the others: at the top dose activity, negative = inhibition, actives largely listed as inhibitors; AlphaScreen L3MBTL1–H3K9me1 peptide binding; further: on the % scale 0 is the no-effect control and ±100 the full control effect; nearly all actives have a fitted effect of over 60% in size
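First, the protein-peptide complex forms for 30 min at room temperature (L3MBTL1 50 nM, biotinylated H3K9me1 peptide 75 nM). Next, compounds are pin-transferred and incubated 30 min. Finally, AlphaScreen beads are added and read after 30 min.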
TR SRC2 fluor cs: Total Fluorescence Counterscreen for Inhibitors of the Interaction of Thyroid Hormone Receptor and Steroid Receptor Coregulator 2 | TRb/SRC2 Texas Red total fluorescence interference | hit rate 0.29% among 280,000 | Potency, µM (titrated, usually from 106 µM), for the others: at the highest dose fluorescence change, negative = quenching; active means well fitted curve in either direction with a large enough effect; inconclusive means small, poorly fitted or top-dose-only effect; further: on the % scale 0 is the no-effect control and ±100 the full control effect
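Human TRβ ligand-binding domain (0.6 uM) and Texas Red SRC2 peptide (20 nM) in Tris buffer with 1 uM T3 and 5% DMSO were incubated with pinned compound for 5 hr at ambient temperature. Total fluorescence was computed as S + 2P (555/632 nm).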
HTT ATP protect: qHTS Multiplex Assay to Identify Dual Action Probes in a Cell Model of Huntington: Cytoprotection (ATP) | PC12 HTT-Q103 induced, cytoprotection, ATP luminescence, 40 h | Potency, µM (titrated, usually from 56.4 µM), for the others: cytoprotection (ATP increase), hits mostly activators | hit rate 0.14% among 230,000 | AID 1471, 2008;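 further: % of control where 0% means no effect; nearly all actives have a fitted effect of over 45% in size; toxic huntingtin expression switched on by the ecdysone agonist tebufenozide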
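Stable PC12 Q103-GFP cells in serum-supplemented, phenol red-free DMEM; induction by tebufenozide at 100 nM final; compound dose series; cell viability quantified luminescently from ATP.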
Tau fibril ThT: qHTS for Inhibitors of Tau Fibril Formation, Thioflavin T Binding; hit rate 2.1% among 270,000; recombinant tau K18 P301L (four-repeat tau fragment), heparin-induced fibrillization, ThT fluorescence; AID 1460, 2008; Potency, µM (titrated, usually from 57.4 µM), for inactives: top-dose activity, negative = inhibition, actives largely listed as inhibitors; Microtubule-associated protein tau (Homo sapiens), P10636; further: on the % scale 0 is the no-effect control and ±100 the full control effect; nearly all actives have a fitted effect of over 55% in size
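Heparin-induced fibrillization of the P301L-mutant K18 repeat-domain fragment of human tau was followed by ThT binding in quantitative high-throughput format.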
Tau fibril FP: qHTS for Inhibitors of Tau Fibril Formation, Fluorescence Polarization. Microtubule-associated protein tau (Homo sapiens), P10636. K18 P301L tau heparin fibrillization, Alexa594 FP, 6 h. Potency, µM (doses to about 57.7 µM), without a hit: top-dose activity, negative = inhibition, usual class: inhibitors. hit rate 0.39% among 280,000. AID 1468, 2008; further: on the % scale 0 is the no-effect control and ±100 the full control effect; nearly all actives have a fitted effect of over 55% in size
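Steps: dispense K18 P301L tau (15 uM plus 0.24 uM Alexa 594 tracer, final) in pH 7 sodium acetate; add compound; add heparin (20 uM final); incubate 6 hr, 37 C; add ThT (30 uM final); after 1 hr ambient, read FP.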
* marks the source's active call; other numbers are inactive results; i = inactive; ? = inconclusive; nt = not tested or not shown; [ ] = dose if it differs, or a comment. Unless noted, the call rests on the fitted dose curve; in most records, active means well fitted curve in the direction sought with a large enough effect; inconclusive means small, poorly fitted or top-dose-only effect, or another doubt; inactive means no such curve, though single readings can be large; an effect the other way counts as inactive or inconclusive. Potency means the concentration at half of the fitted maximal effect.

SMILES	RECQ1 inh	TRb SRC2 PPI	Tau fluor counter	L3MBTL1 inh	TR SRC2 fluor cs	HTT ATP protect	Tau fibril ThT	Tau fibril FP
CCN(CC)S(=O)(=O)c1ccc2c(c1)nc(SCC(N)=O)n2-c1ccc(OC)cc1	-14%	2%	-18%	nt	-1%	-2%	-8%	5%
O=C(CC1N=C2c3ccccc3N=C(SCc3cccc(Cl)c3)N2C1=O)NCc1ccc2c(c1)OCO2 (stereo unspecified)	nt	3%	-27%	nt	0%	nt	?	-4%
CCOC(=O)C1CCCN(C(=O)c2ccc(Cl)cc2)C1 (stereo unspecified)	i	4%	4%	1%	0%	-40%	-4%	-3%
Cc1ccc(N2C(=O)CS(=O)(=O)C23C(=O)N(Cc2cccc(F)c2)c2ccccc23)cc1Cl (stereo unspecified)	nt	2%	-7%	nt	7%	nt	0%	?
O=[N+]([O-])c1ccc2nc(-c3ccccc3[N+](=O)[O-])[nH]c2c1	-7%	-6%	-22%	nt	-1%	-36%	-20%	0%
N#Cc1ccc(/C=C\c2nccc3c2[nH]c2ccccc23)cc1	-19%	3%	?	nt	-4%	-85%[inhibitor]	?	?
CC(C)CC(=O)Nc1ccc(C(=O)COc2ccc(-c3nnco3)cc2)cc1	-8%	-17%	-7%	-11%	-2%	-13%	?	14%
C=CCOC(=O)C1=C(C)Nc2nnnn2C1c1cccc(OC)c1OC (stereo unspecified)	-2%	0%	1%	nt	0%	-12%	1%	-1%
COc1ccc(C(=O)Nc2ccccc2Cc2ccccc2)c(OC)c1	-17%	3%	-18%	19%	3%	12%[10 µM]	-14%	9%
CC(/C=C1\NC(=S)NC1=O)=C\c1ccccc1	i	-1%	-9%	-2%	-2%	-22%[10 µM]	?	1%
Cc1c(C(=O)N/N=C/c2ccccc2)sc(=S)n1C	-12%	-1%	-5%	0%	0%	-7%	-6%	-14%
CCn1c(=O)cc(SCC(=O)Nc2ccc3c(c2)OCO3)c2ccccc21	-4%	6%	?	-5%	3%	-11%[10 µM]	-2%	7%
CCOC(=O)c1ccc(NC(=S)N(CCCN2CCCC(C)C2)Cc2ccco2)cc1 (stereo unspecified)	i	1%	-5%	-15%	-8%	nt	-3%	0%
CSc1nsc(/C=C/Nc2ccc(O)cc2C)c1C#N	?	45µM*	?	-30%	50µM*[fluorescent]	-36%[inhibitor]	16µM*	25µM*
c1ccc(CN2CCN(c3ncccn3)CC2)nc1	-8%	3%	4%	-8%	-2%	5%[10 µM]	-8%	-4%
CCc1cc(=O)oc2cc(C)cc(OCC(C)=O)c12	0%	3%	-10%	4%	1%	8%[10 µM]	-6%	-4%
COCCn1c(SCC(=O)c2ccc(OC)cc2)nc2cc(C(=O)NC3CCCC3)ccc2c1=O	nt	-3%	-2%	nt	0%	nt	12%	1%
COc1cccc(-c2nc(S(=O)(=O)c3ccccc3)c(N3CCCCC3)o2)c1	nt	11%	-25%	nt	-2%	nt	-4%	1%
O=C(Nc1ccccc1C(=O)N1CCNCC1)c1ccco1	3%	8%	-1%	-3%	-1%	-8%[10 µM]	-4%	-1%
O=C(CCNc1cccc(F)c1)c1cccc([N+](=O)[O-])c1	i	-8%	?	-1%	-2%	-2%	?	15%
COc1ccc(OC)c(S(=O)(=O)NCC2CCCO2)c1 (stereo unspecified)	1%	-6%	-2%	11%	-1%	-8%	-7%	-15%
O=C1Cc2cc(S(=O)(=O)N3CCN(c4ccccc4)CC3)ccc2N1	nt	2%	-4%	-3%	0%	nt	-1%	-3%
O=C(NCCc1ccccc1)c1cc(-c2cccc(Cl)c2)on1	nt	4%	-10%	nt	8%	nt	?	-6%
Cc1noc(C)c1COc1cccc(C(=O)N2CCc3ccccc32)c1	-17%	1%	-10%	-9%	-3%	-33%[inhibitor]	-7%	4%
COc1cc(CNC(C)C)c(Br)cc1OC1CCCC1	i	1%	1%	-3%	0%	-32%[inhibitor]	4%	-1%
O=C(c1cccc(Cl)c1)N1CCC(=O)N(C(COCc2ccccc2)Cc2ccccc2)CC1 (stereo unspecified)	-8%	-6%	-2%	4%	1%	nt	-16%	7%
O=c1[nH]c(SCc2ccc(F)cc2Cl)nc2ccccc12	i	7%	-12%	6%	-1%	-18%	-5%	-4%
CCOc1ccc(N2C(=O)CC(N3CCC(O)(c4ccc(Br)cc4)CC3)C2=O)cc1 (stereo unspecified)	-3%	-4%	-15%	nt	-1%	13%[10 µM]	-15%	-13%
CC1(C)Cc2c(c(-c3ccco3)nc3sc4c(NCCN5CCOCC5)ncnc4c23)CO1	0%	-6%	-11%	-12%	2%	13%[10 µM]	-5%	11%
Cc1ccc(C(=O)C(C(=O)/C=C/c2ccccc2)=C2SCCCS2)cc1	i	-2%	-8%	?	-2%	?	?	14%

Among those listed so far, 6 contain a Cl atom:
SMILES	RECQ1 inh	TRb SRC2 PPI	Tau fluor counter	L3MBTL1 inh	TR SRC2 fluor cs	HTT ATP protect	Tau fibril ThT	Tau fibril FP
O=C(CC1N=C2c3ccccc3N=C(SCc3cccc(Cl)c3)N2C1=O)NCc1ccc2c(c1)OCO2 (stereo unspecified)	nt	3%	-27%	nt	0%	nt	?	-4%
CCOC(=O)C1CCCN(C(=O)c2ccc(Cl)cc2)C1 (stereo unspecified)	i	4%	4%	1%	0%	-40%	-4%	-3%
Cc1ccc(N2C(=O)CS(=O)(=O)C23C(=O)N(Cc2cccc(F)c2)c2ccccc23)cc1Cl (stereo unspecified)	nt	2%	-7%	nt	7%	nt	0%	?
O=C(NCCc1ccccc1)c1cc(-c2cccc(Cl)c2)on1	nt	4%	-10%	nt	8%	nt	?	-6%
O=C(c1cccc(Cl)c1)N1CCC(=O)N(C(COCc2ccccc2)Cc2ccccc2)CC1 (stereo unspecified)	-8%	-6%	-2%	4%	1%	nt	-16%	7%
O=c1[nH]c(SCc2ccc(F)cc2Cl)nc2ccccc12	i	7%	-12%	6%	-1%	-18%	-5%	-4%

More entries.
SMILES	RECQ1 inh	TRb SRC2 PPI	Tau fluor counter	L3MBTL1 inh	TR SRC2 fluor cs	HTT ATP protect	Tau fibril ThT	Tau fibril FP
CC1(OC(=O)c2ccc(Cl)nc2)C(=O)C=C2C=C(c3ccsc3)OC=C2C1=O (stereo unspecified)	-2%	5%	-16%	nt	1%	-9%	?	-4%
O=C(NCCN1CCCCC1)c1c(O)c2ccccc2[nH]c1=O	-9%	0%	-11%	-7%	0%	10%	-14%	?
CNC(=O)/C(C#N)=C/c1c(F)cccc1Cl	-5%	2%	4%	9%	1%	?	-2%	10%
Cc1ccc(NC(=O)COC(=O)[C@@H]2CCCN2C(=O)c2cccs2)cc1S(=O)(=O)N(C)C	i	0%	-10%	nt	-2%	14%[10 µM]	-6%	6%
COc1cc(Cl)c(C)cc1NC(=O)CSc1ccc(C)cc1	i	-2%	-29%	30%	1%	-40%	?	4%
COC(=O)Cc1csc(Nc2ccc(Cl)cc2)n1	-2%	-9%	-20%	-6%	-4%	40%[10 µM]	-10%	15%
CCn1ccnc1C(O)c1cccc(OC)c1 (stereo unspecified)	i	5%	10%	4%	2%	10%	7%	8%
COc1ccc(C)cc1NC(=O)c1ccc2c(Cl)c3c(nc2c1)CCC3	nt	4%	-12%	nt	-1%	nt	-3%	-3%
CCc1ccc2nc(N=C(N)N)nc(C)c2c1	5%	2%	-7%	nt	-1%	-4%	-9%	3%
COc1ccccc1NC(=O)N(Cc1cc2cc(OC)c(OC)cc2[nH]c1=O)CC1CCCO1 (stereo unspecified)	0%	-5%	2%	nt	-7%	-2%	-11%	7%
CCC(=O)NNc1ccc(Br)cc1	-1%	-7%	-8%	nt	-2%	-53%[inhibitor]	-12%	-1%
Cc1ccc(O)c(C(=O)c2cnn(C(=O)Cc3csc(C)n3)c2)c1	-5%	0%	-7%	3%	0%	17%[10 µM]	?	-5%
Fc1ccc(-c2csc3ncnc(Cl)c23)cc1	0%	-19%	-7%	2%	-3%	4%[10 µM]	-2%	10%
COc1ccc(C)cc1N(C(=O)COc1cccc(F)c1)c1nc2ccccc2s1	-6%	-3%	-15%	-5%	-9%	-9%[10 µM]	0%	-1%
COCCCn1c(SCC(=O)O)nc2cc(OC)c(OC)cc2c1=N	i	12%	-2%	1%	-2%	-39%	-6%	-6%
CCCc1ccc(OCc2ccc(C(=O)O)o2)c(OC)c1	5%	-4%	-2%	-29%	-1%	8%[10 µM]	-4%	2%

Ordered by molecular weight (falling): 3 of the compounds above.
SMILES	RECQ1 inh	TRb SRC2 PPI	Tau fluor counter	L3MBTL1 inh	TR SRC2 fluor cs	HTT ATP protect	Tau fibril ThT	Tau fibril FP
Cc1ccc(NC(=O)COC(=O)[C@@H]2CCCN2C(=O)c2cccs2)cc1S(=O)(=O)N(C)C	i	0%	-10%	nt	-2%	14%[10 µM]	-6%	6%
CC1(OC(=O)c2ccc(Cl)nc2)C(=O)C=C2C=C(c3ccsc3)OC=C2C1=O (stereo unspecified)	-2%	5%	-16%	nt	1%	-9%	?	-4%
COC(=O)Cc1csc(Nc2ccc(Cl)cc2)n1	-2%	-9%	-20%	-6%	-4%	40%[10 µM]	-10%	15%

Screening results from PubChem.

Not all compounds are listed, so the mix of outcomes need not match the whole.
